PKA-R2B act: activates the human PKA-R2B holoenzyme complex; AID 504700; PKA-R2B holoenzyme dissociation, Cy5-IP20 fluorescence polarization; R2B truncated from residue 108, S112A mutant; 0% DMSO only, 100% 113 µM cGMP; 340,000 compounds, 0.079% hits; P22694+P31323; activation, % at 11.4 µM;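 active means activation above a cutoff set at the mean over all compounds plus 3 SD, cut at about 18% in these data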;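 further: higher means more holoenzyme dissociation and a rise in polarization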
HTR5A inv ctr: inverse agonist of human HTR5A in OPRM1-OPRD1 counter-screen; 340,000 compounds, 0.083% hits; HTR5A cell line, luminescence, inverse agonism; P47898; inhibition, % at 9.3 µM; in the data active means inhibition mostly above about 23%, no sharp cut-off; inactive means mostly below about 18%;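 further: 0% = cells with DMSO and 100% = no-cell wells with DMSO; some compounds called inactive have numbers as strong as hits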
PfHsp90 yeast 2: growth inhibition of yeast expressing Plasmodium Hsp90 | AID 504621 | inhibition, % at 9.4 µM | S. cerevisiae expressing PfHsp90, BacTiter-Glo ATP, 48 h; yeast lacking PDR1 and PDR3 efflux regulators | 310,000 compounds, 0.32% hits;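 active means every replicate shows inhibition above about 80%, whatever the replicate mean, limit read from the data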;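 further: 0% = DMSO neutral controls and 100% = 20 µM radicicol positive controls; yeast relying on Plasmodium falciparum Hsp90 in place of its own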
E coli growth: bacterial growth inhibition, counter-screen for AddAB inhibitors. 330,000 compounds, 0.27% hits. AID 449728. E. coli V3065 growth, OD600 absorbance, 18 h. inhibition, % at 11.9 µM;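 active means inhibition above the campaign's mean inhibition across all tested compounds plus 3 SD, cut at about 9.9% in these data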;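 further: uninfected addAB+ strain grown without phage in ampicillin broth; 0% = DMSO wells and 100% = ciprofloxacin 0.95 µg/ml wells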
OPRM1-OPRD1 ag: agonists of human mu-delta opioid receptor heterodimerization; activation, % at 9.3 µM; AID 504326; 340,000 compounds, 0.3% hits; cells, OPRM1-OPRD1 heterodimerization, luminescence; in the data active means activation above about 18%;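 further: 0% = vehicle-treated cells and 100% = reference agonist; values of inactives mirror those of a sister screen read the other way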
Target sequence (P35372 whole entry, looked up): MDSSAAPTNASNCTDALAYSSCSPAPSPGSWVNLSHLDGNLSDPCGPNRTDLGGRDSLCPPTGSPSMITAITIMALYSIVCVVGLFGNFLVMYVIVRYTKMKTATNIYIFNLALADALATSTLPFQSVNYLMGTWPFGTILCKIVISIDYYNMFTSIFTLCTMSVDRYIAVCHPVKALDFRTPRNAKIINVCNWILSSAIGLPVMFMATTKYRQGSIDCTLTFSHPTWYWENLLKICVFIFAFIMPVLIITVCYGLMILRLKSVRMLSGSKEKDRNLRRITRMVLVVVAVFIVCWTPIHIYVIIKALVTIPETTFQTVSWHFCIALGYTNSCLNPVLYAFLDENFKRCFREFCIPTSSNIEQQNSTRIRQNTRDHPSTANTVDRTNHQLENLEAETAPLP
Target sequence (P41143 whole entry, looked up): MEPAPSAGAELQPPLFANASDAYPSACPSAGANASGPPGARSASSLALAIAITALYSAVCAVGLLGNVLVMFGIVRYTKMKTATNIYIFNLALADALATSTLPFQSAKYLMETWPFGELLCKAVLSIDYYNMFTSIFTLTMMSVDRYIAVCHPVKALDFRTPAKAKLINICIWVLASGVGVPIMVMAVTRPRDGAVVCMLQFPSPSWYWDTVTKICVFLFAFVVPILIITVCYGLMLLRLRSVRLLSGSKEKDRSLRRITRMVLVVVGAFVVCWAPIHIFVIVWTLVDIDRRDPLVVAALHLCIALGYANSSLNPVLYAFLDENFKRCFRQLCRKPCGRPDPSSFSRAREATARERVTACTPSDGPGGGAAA
Tat transport: inhibitors of E. coli Tat protein transport; 340,000 compounds, 0.036% hits; E. coli MC4100 TorA-mCherry Tat export, fluorescence; inhibition, % at 10 µM;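 active means mean replicate inhibition at least 50% and at least half of replicates individually reaching 50%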;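 further: exported cargo escapes ClpAP degradation while cytoplasmic cargo is degraded and loses fluorescence; 0% = median of neutral control wells and 100% = median of NaSCN control wells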
phage Ecoli inh: E. coli growth loss with phage present; growth absorbance; inhibition, % at 11.9 µM; 360,000 compounds, 0.26% hits; in the data active means inhibition above about 11%
AddAB inh: less growth of phage-infected E. coli with AddAB; E. coli expressing H. pylori AddAB, absorbance growth; inhibition, % at 11.9 µM; 330,000 compounds, 0.29% hits; AID 435030; in the data active means inhibition above about 12%;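 further: 0% = vehicle wells of infected cells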
OPRM1-OPRD1 inv: mu-delta opioid heterodimer inverse agonism; P35372+P41143; AID 504357; 340,000 compounds, 0.21% hits; cell-based MOR-DOR heterodimer luminescence; inhibition, % at 9.3 µM; in the data active means inhibition above about 22%, passing the limit was not always enough;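 further: 0% = cells with DMSO and 100% = wells without cells with DMSO; values of inactives mirror those of a sister screen read the other way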
SUMO Mot1 rescue: blocks SUMOylation pathway, rescuing yeast Mot1-301 growth; 320,000 compounds, 1% hits; AID 2716; S. cerevisiae Mot1-301 growth rescue, ATP luminescence, 38.5C; percent above DMSO median, 100 means doubled; growth rescue, % at 18.8 µM;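 active means every valid replicate shows activation above 250% relative to neutral control wells; inactive means the rest, any valid replicate at or below 250%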;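 further: OY570 slx delta 5 strain wells were the positive control but not used for scaling; some compounds called inactive have numbers as strong as hits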
PKA-R1A activ: activates the PKA-R1A holoenzyme complex; P00514+P68181; PKA-R1A dissociation, Cy5-IP20 fluorescence polarization; scaled: DMSO 0%, 113 µM cGMP 100%; activation, % at 11.4 µM; 340,000 compounds, 0.083% hits; AID 504707;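 active means percent activation above the mean of all tested compounds plus 3 SD, cut at about 19% in these data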;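 further: higher means more PKAc released from R1A so a rise in polarization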
* hit, by the source's call; . = not tested or not shown; & = joins results of further samples. Hits appear at their usual frequency; any-hit rate near 2.2%.

SMILES	PKA-R2B act	HTR5A inv ctr	PfHsp90 yeast 2	E coli growth	OPRM1-OPRD1 ag	Tat transport	phage Ecoli inh	AddAB inh	OPRM1-OPRD1 inv	SUMO Mot1 rescue	PKA-R1A activ
CC1(c2ccccc2Cl)NC(=O)N(CC(=O)NCc2ccc3c(c2)OCO3)C1=O (stereo not given)	-4	-3	-32	4.0	-0.7	4	-0.1	3.6	4	-4	-2
O=C(Nc1nc(-c2ccccc2)cs1)C1CCCN(S(=O)(=O)c2ccccc2)C1 (stereo not given)	0	-15	-15	2.9	3.7	4	0.7	-0.3	-23	.	8
Cc1onc(-c2ccccc2Cl)c1C(=O)NC(=S)Nc1ccc(C(C)C)cc1	-10	20	6	0.7	-1.5	-6	1.2	2.7	8	7	-3
COc1ccc(C(=O)N/N=C2/SCC(=O)N2Cc2ccc3c(c2)OCO3)cc1OC	-11	-30	12	-0.2	0.9	5	2.0	0.2	-5	-16	-9
CCN(CC)C(=O)c1ccc(Nc2nnc(C)c3ccccc23)cc1	4	18	.	2.3	0.0	-18	2.4	2.0	0	3	2
CC(=O)NC1C(OCCOc2ccc(Cl)cc2C)OC(CO)C(O)C1O (stereo not given)	-1	2	-7	.	-2.9	5	-1.8	.	13	0	0
C=CC(=O)N1C/C=C\C(c2ccc(OC)cc2)N(Cc2ccc(F)cc2)C(=O)C1 (stereo not given)	0	-16	-4	.	-3.0	-2	1.6	.	16	.	0
COc1ccc(CCNC(=O)CSc2nc3[nH]c(=O)cc(O)c3s2)cc1	-14	8	5	-3.2	-4.2	-5	2.2	0.8	17	-6	-11
N#CC(=C=[N-])c1nc2ccccc2nc1-[n+]1cccc(NC(=O)c2ccccc2)c1	-7	12	-26	1.0&0.8	-3.9	-4	1.7	-0.6&-0.9	20	1&-27	-5
O=c1c2ccccc2nc2n1C(CSc1ccc(Br)cc1)CN2 (stereo not given)	-4	-22	-37	1.7	-4.0	-8	0.9	2.3	17	8	1
C(=C\c1nnc2c3ccccc3ncn12)/c1ccccc1	3	3	-11	-2.6	-2.2	28	2.7	-0.6	12	6	-19
CCCCc1nnc(NC(=O)Cn2cnc3ccccc3c2=O)s1	5	0	-43	-1.9	-1.3	-7	0.5	1.7	6	.	4
COc1ccc(N(C)S(=O)(=O)c2cccc(C(=O)Nc3nc(C)c(C(C)=O)s3)c2)cc1	-7	1	-12	-3.2	-1.9	-4	-2.4	0.9	7	12	-3
Cc1cc(NC(=O)CSc2ccc(-c3ccc(Br)cc3)nn2)no1	-5	6	-3	-0.3	-0.8	2	0.2	0.9	6	18	-10
Cc1ccc(C(=O)NCC(=O)N(C)Cc2cccc(F)c2)s1	1	-16	11	.	0.3	3	1.0	.	-2	.	-5
CN1C(=O)C2(C(C#N)=C(N)Oc3c2oc(CO)cc3=O)c2ccccc21 (stereo not given)	5	5	-4	1.5	-2.1	-5	2.0	-1.8	12	-2	10
CC(NC(=O)c1cnccn1)c1ccc(S(N)(=O)=O)cc1 (stereo not given)	9	-11	7	-0.7	-1.9	-1	0.0	1.4	10	-17	-1
Cc1cccc(-c2ccc3c(c2)C2CC3CCN2C)c1 (stereo not given)	-10	9	-13	.	0.8	0	4.0	.	-4	.	5
Cc1cc(Nc2ccccc2)n(C(=O)c2ccc(N)cc2)n1	-4	-2	12	0.4	-1.1	2	-0.5	2.4	5	12	-5
Clc1ccc2[nH]c(-c3ccccc3)cc2c1	-6	-14	-48	0.8	4.3	-2	3.0	1.8	-20	74	-4
O=C(CN1C(=O)C2CC=C(Cl)CC2C1=O)NCc1ccccc1 (stereo not given)	1	8	-30	-0.5	0.2	14	0.6	5.6	-1	-5	7
CS(=O)(=O)N(CC(=O)Nc1ccccc1Sc1ccccc1)C1CCCCC1	1	-1	-33	-3.4	0.2	20	2.8	0.7	-1	-13	10
CCCNC(=O)Nc1nc2ccccc2s1	3	-14	-36	3.3	-2.2	0	3.1	0.9	12	3	-10
CC(=O)Nc1ccc(S(=O)(=O)N(C)CC(=O)NC2CCCC(C)C2C)cc1 (stereo not given)	-13	5	7	-0.7	0.0	16	4.6	-1.2	0	9	-9
CC12CCC(=O)N1C(C(=O)Nc1ccc(S(=O)(=O)N3CCCCC3)cc1)CS2 (stereo not given)	13	2	16	0.2	-2.3	10	5.4	-2.9	11	-9	4
Cc1nc2ccc(NC(=O)N3CCSCC3)cc2nc1C	-3	-4	-5	-0.2	0.7	-8	3.0	-0.1	-4	-17	-9
CC(C)(C)c1ccc(C(=O)N2CCCCCC2=O)cc1	0	-3	-9	-0.5	-1.9	9	-2.5	1.0	10	-1	-6
CCOC(=O)/C=C/C(=O)N1CCN(C(=O)/C=C/C(=O)OCC)CC1	-4	-15	-2	0.1	0.8	-6	0.5	0.2	-4	339	-6
Cn1cnnc1SCC(=O)Nc1ccc2nc(SCc3ccccc3F)sc2c1	-8	3	3	0.7	-1.4	6	3.5	2.5	8	58	-2
C=C(C)CNC(=O)CCc1nnc(Cc2cccc(C(F)(F)F)c2)o1	-7	-3	-6	-0.4	-0.9	2	2.3	1.7	6	16	-1
COc1ccc(C/C(N)=N/OC(=O)C(c2ccccc2)c2ccccc2)cc1OC	-8	-7	-9	0.9	2.4	0	0.9	1.1	-14	-20	-15
NNC(=O)c1oc2nc(-c3cccs3)cc(-c3ccco3)c2c1N	2	9	18	-0.3	0.0	-12	-0.6	0.5	0	10	-6
COc1cc(OC)c(N(C)S(=O)(=O)c2cccc(C(=O)OCC(=O)c3c[nH]c4ccccc34)c2)cc1Cl	-7	5	-29	-1.1	3.9	-1	5.6	1.8	-21	-2	-6
Cc1cc(C)nc(NC(N)=S)n1	-4	6	-4	-0.7	0.0	3	3.5	-2.0	0	.	-16
Cc1cc(C)c(S(=O)(=O)Nc2ccc(-c3cn4ccccc4n3)cc2)c(C)c1	-4	-19	-33	-0.1	3.7	0	1.4	2.6	-16	-11	-6
CCCc1cc(=O)oc2cc(OCc3ccc(OC)cc3)c(Cl)cc12	-12	10	0	0.1	2.5	1	1.2	-0.1	-18	18	-13
CCC(NC(=O)CN1CCN(C(=O)c2cccs2)CC1)c1ccc(C)cc1 (stereo not given)	5	-12	-17	-2.3	-0.9	2	1.7	-0.1	4	-21	-3
CCN(c1ccccc1)C1(O)C(=O)c2ccccc2C1=O	2	-8	3	-2.6	-1.3	1	5.6	0.2	6	5	-1
CC(=O)CCS(=O)(=O)c1ccc(NC(C)=O)cc1	-3	-25	8	-0.4	0.1	-9	-1.0	3.2	0	26	-11
O=C1NC(NS(=O)(=O)c2ccccc2)(C(F)(F)F)C(=O)N1c1cccc(Cl)c1 (stereo not given)	-9	8	-13	-4.8	0.8	3	-0.1	2.7	-6	-13	-3
COCC(=O)NNS(=O)(=O)c1ccccc1[N+](=O)[O-]	-3	1	3	1.6	0.9	-4	4.5	0.2	-5	206	-8
CCOC(=O)N1CCN(C(=O)CN(c2cccc(C(F)(F)F)c2)S(C)(=O)=O)CC1	-5	-13	-6	-2.4	0.5	-10	0.9	1.6	-3	3	-14
O=C(NCCCn1ccnc1)Nc1ccc(Cl)cc1	-9	-2	.	0.2	-2.4	3	5.4	3.2	13	3	-8
O=C(O)c1ccccc1OC(=O)C12CC3CC(CC(C3)C1)C2	1	7	-22	-1.7	-0.9	-7	1.5	1.9	5	59	3
Cc1nnc(SCC(=O)Nc2cc(C(N)=O)cc(C(N)=O)c2)n1-c1ccccc1	2	1	8	0.2	3.2	6	-0.8	1.0	-26	-2	-13
Cc1nn(C)c(C)c1NC(=O)CN1CCC(O)(c2ccc3c(c2)OCO3)CC1	6	-6	-10	2.6	0.4	0	0.1	-0.3	-2	133	-3
COc1ccc(CCN2C(=O)CC(N3CCOCC3)C2=O)cc1 (stereo not given)	-6	-6	40	0.1	-0.8	-3	0.0	2.0	5	-14	0
CCOc1cccc(NC(=O)/C(C#N)=C/c2cccnc2)c1	-1	-10	-4	0.3	-4.5	-8	2.0	-0.2	24	61	-2
COc1ccc(C(=O)c2ccc(CC(=O)O)s2)cc1	-4	9	7	1.4	-2.9	0	2.6	1.1	15	1	-15
COC(=O)CN(C)C(=O)c1cccc(OC2CCN(S(=O)(=O)N(C)C)CC2)c1	-7	0	12	-0.3	-1.5	-7	1.8	0.2	8	-8	1
O=C(COC(=O)C1CCN(S(=O)(=O)c2cccs2)CC1)Nc1ccc(F)cc1Cl	2	-7	-27	-0.7	0.7	11	2.1	-0.1	-3	14	0
O=C(Cc1cccc2ccccc12)N/N=C/c1ccc(Sc2nc3ccccc3s2)o1	0	-6	-68	1.7	0.2	-1	1.6	3.7	-1	1	-1
CCOC(=O)c1c(C)n(-c2ccc(C)cc2)c2ccc(OCC(O)CNCC3CCCO3)cc12 (stereo not given)	1	-5	7	-2.0	1.8	6	.	0.2	-10	-3	-5
CCOC(=O)CSC1=NN2CCS(=O)(=O)N=C2S1	-2	-16	-7	2.1	-0.5	-9	4.4	0.0	3	6	-11
CC(NC(=O)c1ccccc1C(=O)O)c1ccc(-n2ccnc2)cc1 (stereo not given)	-13	5	7	1.1	-1.5	-4	1.0	1.8	7	-10	-4
CCOc1ccc(C(=O)NCCCCNC(=O)c2ccc(OCC)cc2)cc1	10	-16	12	-0.3	-1.2	11	1.6	1.1	6	69	-3
CCSc1ccccc1C(=O)Nc1ccc2c(c1)OCO2	-4	-19	2	-0.3	-0.8	0	1.2	1.3	4	-9	5
CCOC(=O)c1cnc2ccccc2c1Nc1cc(C(=O)O)ccc1C	-16	4	-2	-1.4	-1.2	-3	0.8	2.7	7	-9	-2
COc1cccc(C(=O)Nc2ncc3c(n2)CC(c2ccc(OC)cc2OC)CC3=O)c1 (stereo not given)	1	-13	-2	-5.9	0.7	3	-0.6	-2.4	-4	0	-3
O=C(NCCOc1ccccc1F)C1CCC(=O)N(CCc2cccc(F)c2)C1 (stereo not given)	4	-9	-15	-2.4	-2.8	-2	1.4	2.4	14	37	13

Following part:
SMILES	PKA-R2B act	HTR5A inv ctr	PfHsp90 yeast 2	E coli growth	OPRM1-OPRD1 ag	Tat transport	phage Ecoli inh	AddAB inh	OPRM1-OPRD1 inv	SUMO Mot1 rescue	PKA-R1A activ
COCCCNC(=O)c1ccccc1-c1cc(C)no1	0	-5	11	0.7	-2.9	-4	-3.4	0.0	15	-8	-6
Cc1cc(C)n(-c2nc3c(c(=O)[nH]c(=O)n3C)n2Cc2cccc(Br)c2)n1	0	0	-3	-2.0	1.0	1	2.1	3.5	-5	-2	4
OC(CNC1CCCC1)COc1ccc(Cl)cc1 (stereo not given)	1	9	-34	-0.2	2.1	8	3.6	2.1	-11	-20	3
COc1ccc(/C=N/NC(=O)c2sc3nc(C)cc(C)c3c2N)cc1	-15	-19	15	0.8	0.1	3	2.2	0.4	0	10	-13
CCOc1ccccc1NC(=O)CCc1nnc2ccc(NCc3ccco3)nn12	4	16	13	0.8	-2.8	3	2.8	0.6	15	-3	-6
